Compound activity deposited in PubChem by several laboratories.
DUSP3 inh: VHR1 phosphatase inhibitors, primary screen, biochemical, absorbance, uHTS; Dual specificity protein phosphatase 3 (Homo sapiens), P51452; recombinant VHR phosphatase, pNPP absorbance; inhibition, % at 13.3 µM; actives 0.52% (n = 290,000); AID 1654, 2009; in the data active = inhibition above about 50%; note: some compounds called inactive have numbers as strong as hits
Target sequence (P51452 whole entry, looked up): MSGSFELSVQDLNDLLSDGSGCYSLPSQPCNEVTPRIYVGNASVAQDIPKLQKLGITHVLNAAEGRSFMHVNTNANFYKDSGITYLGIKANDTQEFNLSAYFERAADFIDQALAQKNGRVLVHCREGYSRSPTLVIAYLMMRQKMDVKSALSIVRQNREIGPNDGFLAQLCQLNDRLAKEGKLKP
3CLpro inhibitor: SARS-CoV 3CLpro protease inhibitors, primary screen, biochemical, quenched FRET. actives 0.14% (n = 290,000). AID 1706, 2009. inhibition, % at 6 µM. Replicase polyprotein 1ab (Severe acute respiratory syndrome coronavirus), P0C6X7. recombinant SARS-CoV 3CLpro, quenched FRET peptide cleavage; in the data active = inhibition above about 12%
Yp Topo-I inh: Yersinia pestis topoisomerase I inhibitors, primary screen, biochemical, cleavage product accumulation, plate reader, single point; Y. pestis Topo-I cleavage product accumulation; activity, % at 10 µM; AID 504884, 2011; actives 0.064% (n = 360,000); in the data active = activity above about 50%, passing the limit was not always enough; note: inactives centre near 2
TcdB inh: TcdB glycohydrolase inhibitors, primary screen, biochemical, single point, plate reader; TcdB glycohydrolase enzymatic assay; inhibition, % at 9.99 µM; actives 0.24% (n = 350,000); AID 652162, 2013; in the data active = inhibition above about 10%
SSB-PriA inh: inhibitors of Klebsiella pneumoniae PriA binding to SSB C-terminal tail, primary screen, biochemical, AlphaScreen; AlphaScreen SSBct-PriA binding, biotinylated peptide; actives 0.6% (n = 430,000); PriA–SSB C-terminal tail interaction (Klebsiella pneumoniae); AID 1272365, 2023; inhibition, % at 33 µM; in the data active = inhibition mostly above about 37%, no sharp cut-off; inactive = mostly below about 20%;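 note: plate controls were negative control peptide for no effect and reference peptide for full effect; strong numbers were not always called active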
MazEF act: activators of E. coli MazEF toxin-antitoxin RNase, primary screen, biochemical, fluorescence, uHTS. Endoribonuclease toxin MazF (Escherichia coli (strain K12)), P0AE70. activation, % at 20 µM. actives 0.32% (n = 350,000). FAM/BHQ RNA-DNA oligo cleavage fluorescence, 5 h; in the data active = activation above about 50%
Target sequence (P0AE70 whole entry, looked up): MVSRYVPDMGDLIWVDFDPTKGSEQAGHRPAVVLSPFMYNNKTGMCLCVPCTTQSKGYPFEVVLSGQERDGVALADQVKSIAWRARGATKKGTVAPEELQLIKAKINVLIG
Rv3671c inh: Rv3671c serine protease inhibitors, primary screen, biochemical, fluorescence polarization, M. tuberculosis H37Rv; inhibition, % at 5.96 µM; actives 0.048% (n = 320,000); AID 2606, 2010; P9WHR9; in the data active = inhibition above about 38%;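 note: extracellular domain of Rv3671c used as enzyme; 0% = enzyme with DMSO and 100% = no enzyme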
Target sequence (P9WHR9 whole entry, looked up, the tested form may be a part): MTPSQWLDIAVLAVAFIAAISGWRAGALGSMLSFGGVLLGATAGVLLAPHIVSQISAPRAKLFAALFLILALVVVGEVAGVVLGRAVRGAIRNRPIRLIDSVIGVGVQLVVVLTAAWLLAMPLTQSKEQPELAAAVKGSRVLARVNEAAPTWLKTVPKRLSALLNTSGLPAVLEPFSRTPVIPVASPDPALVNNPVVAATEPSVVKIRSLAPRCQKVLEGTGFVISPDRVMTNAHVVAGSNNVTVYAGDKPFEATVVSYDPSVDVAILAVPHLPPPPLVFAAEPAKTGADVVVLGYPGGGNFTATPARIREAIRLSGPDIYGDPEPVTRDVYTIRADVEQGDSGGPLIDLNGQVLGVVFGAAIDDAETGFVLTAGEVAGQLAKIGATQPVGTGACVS
Vc quorum ag: inducers of Vibrio cholerae quorum light production without autoinducers, primary screen, BH1578 luxS cqsA deficient, single point. activation, % at 18.7 µM. actives 0.16% (n = 350,000). V. cholerae BH1578 lux reporter, luminescence, 6 h; in the data active = activation mostly above about 9.7%, no sharp cut-off; note: not every result past the cut was called active; inactives centre near 0; reference of the scale not given here
PfHsp40 rescue: rescue of yeast from PfHsp40 toxicity, primary screen, S. cerevisiae, ATP luminescence; S. cerevisiae expressing PfHsp40, growth rescue; growth rescue, % at 12.5 µM; AID 504582, 2011; actives 0.68% (n = 340,000); in the data active = growth rescue above about 28%, passing the limit was not always enough;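 note: yeast W303a lacking pdr1 and pdr3 grown in galactose medium; growth measured after three days at 30 °C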
Anthrax LF prot: Bacillus anthracis LF protease inhibitors, primary screen, biochemical, multiplex microsphere, MLPCN library | Lethal factor (Bacillus anthracis), P15917 | AID 588501, 2011 | actives 0.12% (n = 360,000) | multiplex microsphere protease cleavage assay | inhibition, % at 10 µM; in the data active = inhibition above about 30%; note: plate controls were buffer without enzyme for full effect and enzyme alone for no effect
Starred values were filed as active, the others as inactive; i = inactive; / = not tested or not shown.

SMILES	DUSP3 inh	3CLpro inhibitor	Yp Topo-I inh	TcdB inh	SSB-PriA inh	MazEF act	Rv3671c inh	Vc quorum ag	PfHsp40 rescue	Anthrax LF prot
COc1ccc(S(=O)(=O)N2CCN(C(=O)C3CC3)CC2)cc1Br	/	/	-2	0.6	-4	-2	5	-5.7	-0.3	-2
FC(F)(F)c1cccc(/C=N/NC(=S)NC2CCCCC2)c1	17	-2	2	1.3	/	1	5	-6.4	0.4	-5
COc1cc(Cl)c(C)cc1NC(=S)NN	10	0	-11	0.6	7	0	-12	-0.4	6.5	-7
CCOc1cc(C(c2c(C)[nH][nH]c2=O)c2c(C)[nH][nH]c2=O)ccc1OC(=O)c1cccc([N+](=O)[O-])c1	6	3	17	/	20	2	-13	-0.8	18	0
COCCN(CC(=O)Nc1cccc(C)c1C)C(=O)c1cc(S(=O)(=O)N2CCCC2)ccc1C	/	/	7	0.8	4	2	-5	-0.8	3.0	12
COc1ccccc1-c1nnc(SCC(=O)NNC(=O)c2ccccc2F)n1C	/	/	-1	1.0	6	3	-3	0.0	-2.7	-3
Cc1ccnc(N2CCCC(C(=O)Nc3nnc(C)s3)C2)n1 (stereo unspecified)	13	3	-6	/	-27	4	-5	-0.4	0.2	-3
CCOC(=O)c1c(-n2c(C)cc(C=C3C(=O)NC(=O)NC3=O)c2C)sc2c1CCCC2	-4	5	7	/	14	11	-13	/	-0.8	-2
Cc1cc(C(=O)CSc2nc3ccccc3n2CCC#N)c(C)n1Cc1cccs1	16	0	36	/	6	19	-2	-0.3	0.0	-19
COc1ccc(C(=O)N(C)CC(O)c2ccccc2)cc1OC1CCN(C(C)=O)CC1 (stereo unspecified)	22	-4	-4	-0.2	-11	0	-10	-0.3	2.5	/
O=C(Cc1ccc2c(c1)OCCO2)N/N=C/c1ccco1	/	/	-1	-0.5	/	3	3	i	-0.4	-6
C[C@@H]1NCCc2cc(O)c(O)cc21	/	/	10	-0.5	-5	5	-1	-3.0	-2.0	-3
Cc1cc(NC(=O)Cc2ccccc2C)no1	-6	0	-1	-0.7	-1	8	-3	2.9	-1.1	-1
OCCC1CN(Cc2cnc(N3CCCC3)s2)CCN1Cc1ccccc1 (stereo unspecified)	8	-3	11	-7.6	0	-3	22	-0.2	-0.5	-1
O=C(NCC(O)c1ccccc1)Nc1cccs1 (stereo unspecified)	-2	-2	0	-0.6	-3	-6	4	-0.8	0.8	10
COc1cc2c(cc1OC)CN(C(=O)c1cc(S(=O)(=O)N3CCOCC3)ccc1Cl)CC2	13	-2	22	/	8	-8	-2	-0.6	-0.4	8
CCc1nnc(NS(=O)(=O)c2ccc(N/C=C\C(=O)c3ccc(C)cc3)cc2)s1	21	-4	3	/	-8	0	-11	i	-0.1	2
COc1ccc(S(=O)(=O)N(CC(N)=O)C2CCCCC2)cc1Cl	-2	0	3	/	-3	3	1	-2.8	0.6	-2
Clc1ccc(-c2nc3n(n2)Cc2ccccc2-3)cc1	9	-3	-5	/	0	-3	-9	i	-0.5	0
Cn1c(=O)[nH]c(=O)c2c1nc(CN1CCOCC1)n2Cc1ccc(F)cc1	23	4	5	0.7	-13	10	-9	-0.2	-1.3	-12

Just PfHsp40 rescue, Anthrax LF prot and Rv3671c inh (4 entries from above):
Structure,PfHsp40 rescue,Anthrax LF prot,Rv3671c inh
O=C(NCC(O)c1ccccc1)Nc1cccs1 (stereo unspecified),0.8,10,4
COc1cc2c(cc1OC)CN(C(=O)c1cc(S(=O)(=O)N3CCOCC3)ccc1Cl)CC2,-0.4,8,-2
CCc1nnc(NS(=O)(=O)c2ccc(N/C=C\C(=O)c3ccc(C)cc3)cc2)s1,-0.1,2,-11
COc1ccc(S(=O)(=O)N(CC(N)=O)C2CCCCC2)cc1Cl,0.6,-2,1

Remaining list, next part:
SMILES	DUSP3 inh	3CLpro inhibitor	Yp Topo-I inh	TcdB inh	SSB-PriA inh	MazEF act	Rv3671c inh	Vc quorum ag	PfHsp40 rescue	Anthrax LF prot
Cc1cc(-c2nnc(SCC(=O)Nc3ccccc3F)n2N)n[nH]1	4	0	0	0.5	6	5	2	-0.1	0.2	-3
CCc1cc2c(=O)oc(-c3ccc(F)cc3)nc2s1	18	3	15	-2.0	-6	10	-3	i	0.4	18
Cc1ccc(-n2c(O)c(/C=N/N3CCCCC3c3cccnc3)c(=O)[nH]c2=S)cc1 (stereo unspecified)	23	0	6	0.1	/	-10	-5	2.0	-0.2	2
Cc1ccc(-n2nnnc2SCC(=O)Nc2ccc(N3CCN(C)CC3)cc2)c(C)c1	7	-4	-8	-0.9	-10	5	1	11	1.1	-3
CN(C(=O)Cn1c(=O)oc2ccccc21)C1CCCCC1	/	/	-7	0.4	-16	1	-11	-0.8	0.0	-3
O=S(=O)(c1cccc(Cn2nnc(-c3ccccc3)n2)c1)N1CCOCC1	/	/	22	3.1	-2	-5	-6	i	-1.9	1
CC(=O)c1c(N2CCCCC2)nc(=S)n(Cc2ccccc2)c1C	27	-2	-1	/	-10	-4	-9	i	-1.0	-3
CN(C)CCNC(=O)Nc1ccc([N+](=O)[O-])cc1	22	1	0	0.0	-6	7	1	i	0.6	0
O=C(OCCOc1ccccc1F)c1cc(S(=O)(=O)N2CCOCC2)ccc1F	/	/	-6	1.9	-7	-4	/	i	0.1	5
CC(=O)/C(C(=N)N1CCN(C(c2ccccc2)c2ccccc2)CC1)=C(\C)O	36	3	-1	/	/	5	-7	i	0.8	0
COC(=O)c1ccccc1NC(=S)N1CCN(c2ccccn2)CC1	11	-1	19	-0.4	2	5	-11	-2.6	2.2	-3
CC(=O)/C(=C/c1ccccc1)C(=O)Nc1ccccc1C	6	1	-1	0.8	2	11	-3	i	-0.9	-3
FC(F)(F)c1ccc(C2Nc3cccc4cccc(c34)N2)cc1	18	-3	-6	0.3	-9	7	/	-0.1	0.0	-13
COc1ccc2[nH]cc(S(=O)(=O)c3ccc(C)cc3)c2c1	-21	4	4	-0.2	-8	9	3	i	-0.8	4
CC(C)(C)NC(=O)CN(C(=O)CNC(=O)c1cccs1)c1ccccc1F	6	2	-2	1.5	-7	10	2	i	-0.1	-2
O=C(CN(CCc1ccccc1)C(=O)c1csnn1)NCc1ccc(F)cc1	22	5	8	0.7	-7	-4	-3	-0.3	-1.4	1
CN(CC(CC(=O)Nc1nncs1)c1ccccc1)S(=O)(=O)c1ccccc1 (stereo unspecified)	8	3	21	1.4	-4	2	13	0.4	-0.2	-1
CC1(C(=O)Nc2ccc3c(c2)OCO3)CCN1Cc1csc2ccccc12 (stereo unspecified)	/	/	32	-0.3	/	/	/	i	/	-2
CCn1c(SCC(=O)N/N=C/C(C)=C/c2ccco2)nnc1-c1ccccc1	6	2	20	/	/	8	-2	i	-1.5	2
CCOc1ccc(N=CC2=C(O)CC(C)(C)CC2=O)cc1	-7	3	-3	/	-14	11	0	-0.3	0.4	5
CC1CCCCC12NC(=O)N(CC(=O)N1CCN(c3ccccc3)CC1)C2=O (stereo unspecified)	/	/	9	1.5	12	9	6	i	1.1	0
COc1ccc(C(=O)Nc2ccc3c(c2)OCO3)cc1OC	-4	-1	0	0.8	4	1	3	1.7	-1.0	6
C/C(=N\OCc1cccc(C(=O)O)c1)c1ccc(Cl)cc1	-7	-1	-1	0.0	/	8	-1	-0.6	/	/
COCCNC(=O)CCCCCNS(=O)(=O)c1ccc(C)cc1	0	-3	6	1.1	-12	0	2	0.1	1.8	5
CCNS(=O)(=O)c1ccc(CCC(=O)NCc2ccccn2)cc1	14	1	-18	-0.5	-12	-3	-9	-0.4	-1.0	9
O=C(CSc1nc2ccccc2o1)Nc1cc(C(F)(F)F)ccc1N1CCOCC1	4	0	-4	/	-12	1	2	-14	1.1	-1
Cc1nn(Cc2ccc([N+](=O)[O-])cc2)c(=O)n1-c1ccccc1	4	-3	4	/	-5	-3	-1	i	-2.1	-10
CC(N=C(NS(=O)(=O)c1ccc(Cl)cc1)c1ccccc1)C(=O)O (stereo unspecified)	42	0	3	/	-12	-4	-4	0.5	-0.6	5
CC(C)=CC(=O)OCC(=O)Nc1nc(C)c(Cl)cc1Cl	40	0	-9	/	4	-12	3	-0.3	-0.1	4
COc1ccc(S(=O)(=O)N(CCc2ccccc2)CC(=O)O)cc1	4	2	-12	/	-8	4	-8	-0.3	-1.0	-6

Sorted by molecular weight (rising): part of the list above
SMILES	DUSP3 inh	3CLpro inhibitor	Yp Topo-I inh	TcdB inh	SSB-PriA inh	MazEF act	Rv3671c inh	Vc quorum ag	PfHsp40 rescue	Anthrax LF prot
COc1ccc(C(=O)Nc2ccc3c(c2)OCO3)cc1OC	-4	-1	0	0.8	4	1	3	1.7	-1.0	6
Cc1nn(Cc2ccc([N+](=O)[O-])cc2)c(=O)n1-c1ccccc1	4	-3	4	/	-5	-3	-1	i	-2.1	-10
O=C(CSc1nc2ccccc2o1)Nc1cc(C(F)(F)F)ccc1N1CCOCC1	4	0	-4	/	-12	1	2	-14	1.1	-1

Going on with the list.
SMILES	DUSP3 inh	3CLpro inhibitor	Yp Topo-I inh	TcdB inh	SSB-PriA inh	MazEF act	Rv3671c inh	Vc quorum ag	PfHsp40 rescue	Anthrax LF prot
CCOC(=O)c1c(C)[nH]c(C(=O)OCc2ccc(F)cc2)c1C	-6	1	-2	0.5	-6	-21	/	-0.5	1.9	-2
Cc1ccc(NC(=O)c2cc(S(=O)(=O)N3CCOCC3)c(Br)s2)cc1	2	0	-5	0.8	-10	1	-16	-0.3	-0.7	0
CCN(CC(=O)Nc1c(F)cccc1F)C(=O)c1nc2nccc(C)n2n1	/	/	-1	1.3	-9	-1	9	-0.6	-0.8	-2
CCOC(=O)c1ccc(NCc2ccc(N(C)C)cc2)cc1	20	4	20	/	17	-2	2	-0.3	-0.1	-10
COc1ccc(NC(=S)N2CCN(C(=O)c3ccco3)CC2)cc1	30	4	10	0.5	-1	6	3	-0.3	-0.7	7
CC1CCN(C(=O)CSc2nc3ccccc3[nH]2)CC1	23	0	-5	1.8	3	3	1	-0.4	0.9	-1
O=C(NCc1ccco1)c1ccc(Cl)c(S(=O)(=O)N2CCc3ccccc32)c1	56*	-1	25	0.5	4	3	-11	-0.4	1.1	-1
Cc1c(C(=O)NCc2nnc(-c3ccccc3)o2)oc2c(F)cccc12	-13	-1	10	1.2	-9	6	/	-0.3	-0.6	-4
CCN(C(=O)COC(=O)c1cccc(S(=O)(=O)N2CCOCC2)c1)C1CCS(=O)(=O)C1 (stereo unspecified)	/	/	-5	0.8	-10	-1	-9	-0.3	-0.5	-3
Cc1ccc(-c2c(C)sc(NC(=O)C3C4CCC(O4)C3C(=O)O)c2C(=O)OC(C)C)cc1 (stereo unspecified)	19	-3	26	/	3	-5	2	i	0.8	-2
Clc1ccc(-n2c(SC/C=C/c3ccccc3)nnc2-c2cccnc2)cc1	24	1	22	/	18	-6	-2	i	-0.7	-1
CC(=O)N1c2c(cc(Br)cc2S(=O)(=O)NCc2ccc(C)cc2)CC1C (stereo unspecified)	26	2	3	0.9	-10	8	2	i	-0.9	1
O=C1CCN(S(=O)(=O)c2ccccc2)N1	36	-1	2	/	-3	6	-9	0.8	-1.3	-4
c1ccc(-c2nc(CSc3nnnn3-c3ccccc3)cs2)cc1	39	3	45	/	-42	6	-5	i	-0.6	-2
CC(Nc1nc(-c2ccc(F)cc2)cs1)c1nc2cc(Cl)c(Cl)cc2n1CCOCCO (stereo unspecified)	/	/	17	-0.1	5	9	6	-0.6	-1.5	0
CC1CC(=O)N(CC(=O)Nc2ccc(Br)cc2)c2ccccc2S1(=O)=O (stereo unspecified)	-4	1	-3	-1.2	-2	7	-6	-0.5	0.7	0

Not all compounds are listed (hit frequency here may not be typical).
